Screening results as filed in PubChem BioAssay.
Yeast eIF2B: modulators of yeast eIF2B activity | S. cerevisiae eIF2B-epsilon R284H, GCN4-lacZ luminescence | inhibition, % at 25 µM (by protocol) | hit rate 0.91% among 27,000;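 active means mutant luminescence inhibited past about 50% while wild type luminescence and mutant growth stay under set limits, limit read from the data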; further: some compounds called inactive have numbers as strong as hits
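material = yeast eIF2B-epsilon R284H mutant carrying GCN4–beta-galactosidase fusion | schedule = 16 h growth with compound at 30 °C, 90 min Beta-Glo step | measured by = luminescence and A595 | compound dosing = one concentration, 25 µM, 0.25% DMSO | read-out basis = % inhibition of reporter signal and growth versus controls | buffer or medium = YPD medium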
Yeast tox: Compounds toxic to wild-type S. cerevisiae growth; A595 turbidity, 16 h; growth inhibition, % at 25 µM (by protocol); hit rate 0.3% among 30,000; AID 685;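 active means mutant and wild-type yeast strains alike exhibit over 30% growth inhibition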;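 further: 0% = untreated cell controls and 100% = YPD media blanks without cells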
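Test system: Wild-type and eIF2Bepsilon-R284H mutant S. cerevisiae, screened separately | Dosing: Single 25 µM compound dose in 0.2% DMSO | Schedule: 16 h compound exposure during growth at 30 °C | Detection: A595 turbidity | Evaluation: Growth inhibition (%) versus cell controls and blanks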
Yeast tox inhibition %: further read-out of Yeast tox, marked with its call; growth inhibition, %; S. cerevisiae eIF2Bepsilon-R284H mutant growth, A595 turbidity, 16 h;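 each compound tested once at 25 µM; 0% equals untreated cells and 100% equals cell-free medium blanks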
Yeast eIF2B mutant toxicity: second read-out of Yeast eIF2B, no call of its own (marks repeat the call); growth inhibition, %; measured here: mutant yeast growth, toxicity;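 each compound tested once at 25 µM; zero equals untreated control growth and 100 equals blank medium absorbance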
* marks the source's active call; other numbers are inactive results; . = no result given.

SMILES | Yeast eIF2B | Yeast eIF2B mutant toxicity | Yeast tox | Yeast tox inhibition %
Cn1c(-c2ccc(C=O)s2)nc2c3ccccc3c3ccccc3c21 | 2 | 3 | 6 | 3
CN(CCOC(=O)c1ccco1)Cc1ccccc1 | -18 | 3 | 5 | 3
Cc1ccc(C)c(OCCOCCN2CCOCC2)c1 | 13 | 14 | 13 | 14
COc1ccc(-c2cc(C(=O)NCCCn3ccnc3)no2)cc1OC | 26 | 16 | 8 | 16
O=C(Nc1nc(-c2ccc(-c3ccccc3)cc2)cs1)C1CCCO1 (centres undefined) | . | . | 10 | 8
O=[N+]([O-])c1ccc(N2CCN(c3ccc(Cl)nn3)CC2)cc1NC1CC1 | -2 | -38 | -25 | -38
CN(C)CCCC1(O)c2ccccc2C=Cc2ccccc21 | 15 | 2 | 7 | 2
CCOC(=O)C1CCCN(CCC(=O)Nc2cccc(F)c2)C1 (centres undefined) | 2 | . | . | .
CC(O)/C=C/c1ccc2ccccc2n1 (centres undefined) | 37 | 40 | 31* | 40*
CN1CCN(C(=O)CN(Cc2ccc(Cl)cc2)S(C)(=O)=O)CC1 | 13 | . | -5 | 0
CCC(CC)COC(=O)C(C#N)c1nc2ccccc2nc1N1CCN(CC)CC1 (centres undefined) | 18 | 4 | 0 | 4
Cc1ccc(N(CN2C(=O)NC(C)(C)C2=O)CN2C(=O)NC(C)(C)C2=O)cc1 | 23 | 14 | 9 | 14
CCOC(=O)c1c(N)sc2c(NC(C)=O)cccc12 | 18 | -23 | 1 | -23
FC(F)Sc1ccc(Nc2ncnc3nc[nH]c23)cc1 | 38 | 21 | 5 | 21
COc1ccc(OC(=O)c2ccc3nsnc3c2)cc1 | 21 | 18 | 4 | 18
CC(=O)NCCn1c(SCC(=O)NCCC2=CCCCC2)nc2ccccc2c1=O | 19 | -4 | 25 | -4
O=C1S/C(=C/c2ccc(N3CCOCC3)o2)C(=O)N1Cc1c(F)cccc1Cl | 17 | -26 | -1 | -26
CCc1ccc(N2CC(C(=O)Nc3cccnc3)CC2=O)cc1 (centres undefined) | -12 | -29 | 3 | -29
Cc1ccc(C(=O)Nc2cccc(C(=O)N3CCOCC3)c2)cc1 | 17 | 12 | 7 | 12
CSc1oc(-c2ccccc2)nc1C(N)=O | 13 | 11 | 16 | 11
CCc1ccc(NC(=O)CCn2ccnc2C)cc1 | . | . | -12 | 2
CCCc1nc2n[nH]c(N)c2c2c1COC(C)(C)C2 | 2 | -2 | 0 | -2
O=S(=O)(c1ccc2ccccc2c1)N1CCCOC1 | . | . | -16 | -4
Cc1cnc2cc(Cl)c(Cl)cc2n1 | 10 | . | . | .

Reformatted as a markdown table: part of the list above.
| SMILES | Yeast eIF2B | Yeast eIF2B mutant toxicity | Yeast tox | Yeast tox inhibition % |
| --- | --- | --- | --- | --- |
| CCc1ccc(N2CC(C(=O)Nc3cccnc3)CC2=O)cc1 (centres undefined) | -12 | -29 | 3 | -29 |
| Cc1ccc(C(=O)Nc2cccc(C(=O)N3CCOCC3)c2)cc1 | 17 | 12 | 7 | 12 |
| CSc1oc(-c2ccccc2)nc1C(N)=O | 13 | 11 | 16 | 11 |
| CCc1ccc(NC(=O)CCn2ccnc2C)cc1 | . | . | -12 | 2 |
| CCCc1nc2n[nH]c(N)c2c2c1COC(C)(C)C2 | 2 | -2 | 0 | -2 |
| O=S(=O)(c1ccc2ccccc2c1)N1CCCOC1 | . | . | -16 | -4 |

Reprinted at random: 5 records from the list
SMILES | Yeast eIF2B | Yeast eIF2B mutant toxicity | Yeast tox | Yeast tox inhibition %
Cc1cnc2cc(Cl)c(Cl)cc2n1 | 10 | . | . | .
FC(F)Sc1ccc(Nc2ncnc3nc[nH]c23)cc1 | 38 | 21 | 5 | 21
CC(=O)NCCn1c(SCC(=O)NCCC2=CCCCC2)nc2ccccc2c1=O | 19 | -4 | 25 | -4
CSc1oc(-c2ccccc2)nc1C(N)=O | 13 | 11 | 16 | 11
CCOC(=O)c1c(N)sc2c(NC(C)=O)cccc12 | 18 | -23 | 1 | -23

Next section:
SMILES | Yeast eIF2B | Yeast eIF2B mutant toxicity | Yeast tox | Yeast tox inhibition %
CN(C)S(=O)(=O)c1ccc(NC(=O)COC(=O)c2n[nH]c3ccccc23)cc1 | . | . | -16 | 11
O=C(NC1CCCCC1)[C@H](O)[C@@H](O)C(=O)NC1CCCCC1 | 31 | 4 | 0 | 4
O=C(Nc1cccc(Cn2cccn2)c1)c1cc2c(s1)CCCC2 | 11 | -14 | 5 | -14
COc1ccc(C(=O)c2ccc(Cl)cc2)cc1 | . | . | 6 | 0
COc1ccc(NC(=O)C2C3CCC(C3)C2C(=O)O)cc1OC (centres undefined) | 48 | 6 | 4 | 6
COCc1[nH]nc2c1C(c1cc(OC)c(O)c(OC)c1)C(C#N)=C(N)O2 (centres undefined) | -8 | 8 | 6 | 8
Cc1ccc(OC(C)C)c(CN(CCO)CCO)c1 | 11 | 22 | 16 | 22
Cc1noc(C)c1COC(=O)c1cc(C)n(-c2ccccc2)c1C | -27 | -10 | 40 | -10
COc1cc2cc(C(c3nnnn3C3CCCCC3)N(C)C3CCCCC3)c(=O)[nH]c2cc1OC (centres undefined) | 45 | -21 | -3 | -21
CSc1nnc2n(C)c3c(c(=O)n12)C1(CCCC1)Cc1ccccc1-3 | 13 | . | . | .
COc1ccc(-c2c(C)n([O-])c(C)c(-c3ccccc3)[n+]2=O)cc1OC | 25 | . | -1 | 0
CC(C)(C)c1cc(NC(=O)c2cccnc2)no1 | . | . | 25 | 0
CCCCN(C)CCCNC(=O)c1ccc2c(c1)NC(=O)C(N1CCOCC1)S2 (centres undefined) | -10 | 12 | -13 | 12
CC(C)(C)N1C(=O)c2ccc(C(=O)Nc3nccs3)cc2C1=O | 15 | 11 | -5 | 11
COc1ccc(/C(O)=C2\C(=O)C(=O)N(CC3CCCO3)C2c2cc(OC)ccc2OC)cc1 (centres undefined) | 23 | 10 | 15 | 10
O=C1c2ccccc2C(=O)N1CCC(=O)N1CCCc2ccccc21 | 15 | . | . | .
CCOC(=O)c1cccc(NS(=O)(=O)c2c(C)[nH]c(=O)[nH]c2=O)c1 | -8 | 27 | 4 | 27
COc1ccc2[nH]c(=O)c(CNc3ccc(C)c(C)c3)cc2c1 | 7 | -5 | -19 | -5
Cc1cc(C)n2c(SCc3c(C)noc3C)nnc2n1 | -7 | . | -7 | 0
COc1ccc(Cc2nnc(NS(C)(=O)=O)s2)cc1 | . | . | 18 | 10
O=C(NCc1ccc(Cl)cc1)c1cc(-c2cccs2)on1 | 8 | 6 | -5 | 6
Cc1ncc(CC(=O)n2cc(C(=O)c3cc(F)ccc3O)cn2)s1 | 36 | -61 | 3 | -61
CCC(=O)N1CCCc2cc(S(=O)(=O)NCc3cccs3)ccc21 | 20 | 13 | 16 | 13
O=C(O)CCn1cnc2ccccc2c1=O | 14 | -24 | 3 | -24
O=C(Nc1ccc(N2CCN(Cc3ccccc3)CC2)cc1)c1ncn[nH]1 | 27 | -3 | 10 | -3
COC(=O)[C@H](CCSC)NC(=O)Nc1ccc(OC)cc1OC | . | . | 17 | 9
COc1ccc(NS(=O)(=O)Cc2ccccc2Cl)cn1 | -4 | -7 | 10 | -7
Cc1cc(C)c2cc(CN(CCN3CCCC3)C(=O)Nc3ccc(F)cc3)c(=O)[nH]c2c1 | 24 | 7 | -8 | 7
COc1cc2c(cc1NS(=O)(=O)N1CCCC1)oc1ccccc12 | 29 | 26 | 17 | 26
COc1ccccc1OCCCCNC(C)(C)C | 14 | 7 | 31 | 7
CN1CCN(S(=O)(=O)c2cccc(S(=O)(=O)c3ccc(Cl)cc3)c2)CC1 | -22 | 17 | -8 | 17
O=C(NC(Cc1ccccc1)C(=O)O)c1ccc(S(=O)(=O)N2CCCCC2)cc1 (centres undefined) | 23 | -6 | 1 | -6
Cc1nc(N2CCC(C(N)=O)CC2)c2nnn(Cc3ccccc3)c2n1 | 8 | 8 | 5 | 8
Cc1cccc(OCc2nnc(SCC(=O)OC3CCCCC3)o2)c1 | 13 | -16 | -4 | -16
Oc1ccc(N2CCN(C(c3ccccn3)c3nnnn3C3CCCC3)CC2)cc1 (centres undefined) | 17 | 16 | -1 | 16
CCCOC(=O)c1ccc(Oc2c(-c3ccc(O)cc3O)n[nH]c2C)cc1 | 29 | . | . | .
CN1C(=O)CSc2ccc(NC(=O)N3CCC(N4CCCCC4)CC3)cc21 | 7 | 11 | 14 | 11
CCOC(=O)CNC(=O)c1cccnc1 | . | . | 19 | 22
COc1ccc(Oc2nc(C)nc3c2oc2ccccc23)cc1 | -21 | -19 | 11 | -19
Cc1nc(-c2cccc(NS(=O)(=O)c3ccc4ccccc4c3)c2)cs1 | -3 | -20 | -2 | -20
O=c1ccnc(S/C=C/c2ccccc2)[nH]1 | 66* | . | 7 | -30
COc1ccc(/C(O)=C2/C(=O)C(=O)N(c3nc(C)c(C)s3)C2c2ccco2)cc1 (centres undefined) | 24 | 3 | 9 | 3
Cc1c(C(=O)O)sc2nc3n(c(=O)c12)CCC(C)CC3 (centres undefined) | 11 | 8 | 23 | 8
Cc1cccc(/C=c2\s/c(=C\C(=O)C(C)(C)C)[nH]c2=O)c1 | 14 | 5 | -18 | 5
CCCC(c1nnnn1Cc1ccco1)N1CCC(C(N)=O)CC1 (centres undefined) | 27 | . | . | .
CCOc1ccccc1N1CCN(C2=C(NS(=O)(=O)c3cccs3)C(=O)c3ccccc3C2=O)CC1 | . | . | 1 | 0
O=C(OCC(=O)N(C1CCCCC1)C1CCCCC1)c1ccco1 | . | . | 16 | 0
CC(=O)/C=C(\C)Nc1ccc(-c2cnc(-c3ccccc3)o2)cc1 | 70* | . | -21 | -38
CC1CC(C)CN(c2ncc3c(n2)CC(c2ccccc2)CC3=O)C1 (centres undefined) | . | . | -4 | -10
CC(=O)CC(=O)NC(=NC1CCCCC1)Nc1nc(C)cc(C)n1 | 19 | . | . | .
CCOC(=O)CN(C(=O)Cn1nnc(-c2ccc(C)cc2)n1)C(CC)C(=O)NC1CCCC1 (centres undefined) | 16 | -19 | 8 | -19
CN(C)c1nc(NCc2ccccc2)nc(Oc2ccc(=O)[nH]n2)n1 | -11 | 19 | 13 | 19
O=S(=O)(c1ccc(N2CCN(CCO)CC2)nc1)N1CCCCC1 | 22 | 9 | -5 | 9
Cc1ccnc2nc(C(=O)NCCc3ccc(F)cc3)nn12 | 2 | -5 | 9 | -5
Cc1cc(C)cc(OCC(=O)Nc2ccccc2C(=O)NCc2ccco2)c1 | -5 | -15 | -10 | -15
CCOC(=O)C1=C(O)/C(=C\c2ccc(CNC(=O)C(=O)Nc3ccccc3)o2)N=C1C | 17 | 11 | 6 | 11
CCOC(=O)c1ccccc1NC(=O)CSc1nnc(Cc2cccn2C)n1-c1ccc(F)cc1 | 11 | . | 3 | 0
O=C(Nc1ccc2nc(-c3cccs3)[nH]c2c1)c1cccs1 | 4 | 9 | 6 | 9
CC(C)OC(=O)CSc1nnc(CNc2ccc(Cl)cc2)n1Cc1ccccc1 | 1 | 3 | -4 | 3
CCn1c(SCC(=O)NC(=O)NCc2ccco2)nnc1-c1cccs1 | 28 | -33 | 15 | -33
Further entries follow.
SMILES | Yeast eIF2B | Yeast eIF2B mutant toxicity | Yeast tox | Yeast tox inhibition %
COc1cc2c(cc1NC(=O)C(C)OC(=O)C1CC(=O)N(Cc3ccco3)C1)oc1ccccc12 (centres undefined) | 10 | 3 | 10 | 3
COC(=O)c1cccc(COC(=O)c2ccc(CS(=O)(=O)c3ccc(C)cc3)cc2)c1 | 5 | . | -4 | 0
CCCCNC(=O)C1CCN(c2nc(OC)nc(OC)n2)CC1 | . | . | 10 | 10
COc1ccccc1N1CCN(CC(=O)Nc2cccc(F)c2)CC1 | 19 | 25 | 15 | 25
CCOC(=O)C1=C(N)OC2=C(C(=O)CC(C)(C)C2)C1c1cccs1 (centres undefined) | 11 | . | . | .
CCC(=O)Nc1ccc(NC(=O)c2ccccn2)cn1 | 11 | . | . | .
Oc1oc(-c2ccccc2)nc1C=Nc1ccccc1 | 29 | 10 | 11 | 10
CCC(C)NC(=O)C1CCC(=O)N1Cc1ccc(C)cc1 (centres undefined) | 16 | 2 | 12 | 2
O=c1oc2c(CN3CCOCC3)c(O)c(Cl)cc2c2c1CCCC2 | -36 | 3 | 13 | 3
O=C(CN1C(=O)CSC1=O)NC1CCCCC1 | -8 | . | . | .
Cc1ccc2nc(NCCCO)nc(-c3ccccc3)c2c1 | . | . | 20 | 21
C=C(C)COc1ccc(-c2ncncc2Oc2ccc(OC)cc2)c(O)c1 | 9 | -8 | 12 | -8
Cc1ccc(NC(=O)CN2CCN(c3ccccn3)CC2)c(Cl)c1 | 24 | 4 | -1 | 4
COc1ccc(OC)c(-n2c(O)cnc2Nc2nc(C)cc(C)n2)c1 | 21 | -36 | -9 | -36
CC(=O)NCC(=O)NC1(C(=O)NC2CCCC2)CCCCC1 | 3 | 6 | -11 | 6
CC(C)NC(=O)c1cc2cc(Br)ccc2oc1=O | 50 | -8 | 1 | -8
CCCC(=O)Nc1sc2c(c1C(=O)OC)C(C(=O)OC)CC2 (centres undefined) | -8 | 46 | 1 | 46

Some of the compounds tested, so the mix of outcomes need not match the whole.
